# NSD2 HMT inh = NSD2 histone methyltransferase inhibitors, primary screen, biochemical, AlphaScreen, single concentration, set 2 | Histone-lysine N-methyltransferase NSD2 (Homo sapiens), O96028 | NSD2 peptide methylation, 120 min | inhibition, % at 12.5 µM | hit rate 0.54% among 310,000 | AID 743445, 2014; in the data active means inhibition above about 50%
# SUMO Mot1 rescue = yeast Mot1-301 growth rescue at high temperature, primary screen, SUMOylation pathway inhibitor project, S. cerevisiae, ATP luminescence, 38.5C; hit rate 1% among 320,000; growth rescue, % at 18.8 µM; S. cerevisiae Mot1-301 growth rescue; percent above DMSO median, 100 means doubled;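 active means every valid replicate shows activation above 250% relative to neutral control wells; inactive means the rest, any valid replicate at or below 250%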;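 further: OY570 slx delta 5 strain wells were the positive control but not used for scaling; some compounds called inactive have numbers as strong as hits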
# An asterisk follows results filed as active. The list is partial (hit frequency here may not be typical).
SMILES,NSD2 HMT inh,SUMO Mot1 rescue
O=C(NCCNC1CCN(Cc2ccccc2)CC1)c1cccs1,8,14
COc1cc(/C=C2/C(=N)N3C(=NC2=O)SN=C3S(=O)(=O)C(C)C)ccc1OS(=O)(=O)c1ccccc1,16,14
CCc1ccccc1NC(=S)NN,-11,-15
N/C(=N\OC(=O)COc1ccc2ccccc2c1Br)c1cccnc1,0,-8
O=C(CN1C(=O)/C(=C/c2c(F)cccc2Cl)Oc2ccccc21)NCc1ccco1,-2,-2
CCN(CC)CCNC(=O)C(=O)NCC1OCCN1C(=O)c1ccc2c(c1)OCO2 (centres undefined),11,-11
COc1cccc(-n2c(CN3CCN(Cc4ccccc4)CC3)nc3ccc([N+](=O)[O-])cc3c2=O)c1,5,-11
Cc1ccc(NS(=O)(=O)c2cccc(C(=O)NN3CCOCC3)c2)cc1,1,0
COc1ccc(NS(=O)(=O)c2cc(C(=O)NNC(=O)c3ccncc3)ccc2OC)c(OC)c1,0,-7
COc1ccc2oc(C(=O)c3ccccc3)c(N)c2c1,1,825
O=C(O)COc1ccc(-c2nccc(-c3cccs3)n2)cc1,-3,13
O=C1CC(C(=O)Nc2ccc(Br)cc2)C2(CCCC2)O1 (centres undefined),4,-26
O=C1NN(c2ccc(F)cc2)C(=O)/C1=C\c1cnn(-c2ccccc2)c1,4,2
Cc1occc1-c1nnc(SCC(=O)N2CCN(c3ccccc3F)CC2)n1C,5,-9
Cc1nn(-c2ccccc2)c(Cl)c1/C=N/NC(=O)CNc1n[nH]c(=O)[nH]c1=O,3,14
COc1cc(OC)cc(-n2c3nc4ccccc4nc3c3c(=O)n(CC4CCCO4)cnc32)c1 (centres undefined),1,2
CN1/C(=C\C(=O)COC(=O)c2ccc(O)c(O)c2)C(C)(C)c2ccccc21,56*,8
Cc1cc(C(=O)COC(=O)c2ccc(Br)o2)c(C)n1Cc1ccco1,0,-2
COC(=O)c1ccc(COc2cc([N+](=O)[O-])cc3cccnc23)cc1,0,-15
O=C(NC1CCCCC1)c1ccc(S(=O)(=O)c2ccccc2Cl)c([N+](=O)[O-])c1,-4,-1
N#C/C(=C\c1ccc([N+](=O)[O-])o1)c1nc2ccccc2[nH]1,0,357*
CC(=O)C1C(=O)c2c(cccc2[N+](=O)[O-])C1=Nc1ccccc1C (centres undefined),7,-19
COC(=O)c1ccc(OC)c(CSc2nnc(-c3ccc(C(C)(C)C)cc3)o2)c1,-1,118
Cc1ccc(C(=O)Nc2cc(Cl)ccc2OC(=O)c2ccc(C)cc2)cc1,-1,21
Cc1ccc(NC(=O)Cc2ccccc2)c(C)c1,-9,10
# Going on with the list:
SMILES,NSD2 HMT inh,SUMO Mot1 rescue
CCOc1ccc(C(=O)/C=C/Nc2ccc(S(=O)(=O)Nc3cc(C)nc(C)n3)cc2)cc1,0,5
Cc1cc2ccccc2n2c(SCC(=O)NCC3CCCO3)nnc12 (centres undefined),5,-11
Cc1c2cnn(CC(=O)Nc3c(F)c(F)cc(F)c3F)c(=O)c2c(C)n1Cc1ccc(F)cc1,1,29
CCS(=O)(=O)C1=NN2C(=N)/C(=C\c3ccc(OC(=O)c4ccco4)c(Br)c3)C(=O)N=C2S1,20,-10
Cc1nc(NC(=O)COc2ccc(Cl)cc2)sc1C(=O)N(C)C,-3,18
CC(NC(=O)c1cc(Br)ccc1Br)c1ccccc1 (centres undefined),-1,-3
COC(=O)c1cc(CNC(=O)c2cccc(Cl)c2Cl)ccc1OC,-1,-14
CCCCCCCC(=O)N/N=C(\C)c1ccc(N)cc1,-1,11
COc1ccccc1/C=C1\SC(=S)N(CC(=O)Nc2nnc(C)s2)C1=O,2,-17
CC(=O)N1CCN(c2ccc(NC(=S)NC(=O)/C=C/c3ccccc3)cc2)CC1,0,-13
CN(C)S(=O)(=O)c1cc(NC(=O)c2cc(=O)[nH]c3ccccc23)ccc1Cl,-6,-6
CC1CCC2(CC1)NC(=O)N(Cc1cc(=O)n3ccsc3n1)C2=O (centres undefined),2,247
Cc1ccc(NC(=O)c2ccc(OCc3c(C)noc3C)cc2)cc1,1,4
Clc1ccc2[nH]c3c(N4CCC5(CC4)OCCO5)ncnc3c2c1,-1,-11
CCCCCCCCNC(=O)c1ccc(C)cc1,-3,13
COc1ccc(N2CCCn3c2nc2c3c(=O)n(CCCc3ccccc3)c(=O)n2C)cc1,4,37
C/C(N)=C(/C#N)C(=O)COC(=O)c1cc(-c2ccccc2)nc2ccc(Br)cc12,-8,4
O=c1c2sccc2nc(SCc2cc(=O)n3ccccc3n2)n1Cc1ccccn1,-5,33
CCSc1nnc(NC(=O)c2cnccn2)s1,-5,-8
Cc1ccc(C)c(NC(=O)c2ccccc2C(=O)c2ccccc2)c1,-1,715*
CCCCNS(=O)(=O)c1ccc2nc(-c3cccnc3)cc(C(=O)NCCCN(CC)CC)c2c1,19,-12
O=c1c2ccccc2c(C=Nc2ccc(O)cc2)c(O)n1-c1nccs1,-2,14
Cc1ccc(OCCN2CCN(CC(O)Cn3c4ccccc4c4ccccc43)CC2)cc1 (centres undefined),2,-7
S=c1[nH]nc(-c2ccncc2)n1/N=C/c1cccc2ccccc12,0,-1
CC(=O)Nc1cccc(C(=O)/C=C/c2ccc(/C=C/C(=O)c3cccc(NC(C)=O)c3)cc2)c1,0,-25

# 3 of the entries above in order of their number in NSD2 HMT inh, highest first.
compound | NSD2 HMT inh | SUMO Mot1 rescue
CCS(=O)(=O)C1=NN2C(=N)/C(=C\c3ccc(OC(=O)c4ccco4)c(Br)c3)C(=O)N=C2S1 | 20 | -10
Cc1ccc(OCCN2CCN(CC(O)Cn3c4ccccc4c4ccccc43)CC2)cc1 (centres undefined) | 2 | -7
CCCCCCCC(=O)N/N=C(\C)c1ccc(N)cc1 | -1 | 11

# An excerpt from the list above, for reference:
SMILES,NSD2 HMT inh,SUMO Mot1 rescue
Cc1ccc(C(=O)Nc2cc(Cl)ccc2OC(=O)c2ccc(C)cc2)cc1,-1,21
Cc1ccc(NC(=O)Cc2ccccc2)c(C)c1,-9,10
CCOc1ccc(C(=O)/C=C/Nc2ccc(S(=O)(=O)Nc3cc(C)nc(C)n3)cc2)cc1,0,5
Cc1cc2ccccc2n2c(SCC(=O)NCC3CCCO3)nnc12 (centres undefined),5,-11
Cc1c2cnn(CC(=O)Nc3c(F)c(F)cc(F)c3F)c(=O)c2c(C)n1Cc1ccc(F)cc1,1,29
CCS(=O)(=O)C1=NN2C(=N)/C(=C\c3ccc(OC(=O)c4ccco4)c(Br)c3)C(=O)N=C2S1,20,-10
Cc1nc(NC(=O)COc2ccc(Cl)cc2)sc1C(=O)N(C)C,-3,18
CC(NC(=O)c1cc(Br)ccc1Br)c1ccccc1 (centres undefined),-1,-3
COC(=O)c1cc(CNC(=O)c2cccc(Cl)c2Cl)ccc1OC,-1,-14
CCCCCCCC(=O)N/N=C(\C)c1ccc(N)cc1,-1,11
COc1ccccc1/C=C1\SC(=S)N(CC(=O)Nc2nnc(C)s2)C1=O,2,-17
CC(=O)N1CCN(c2ccc(NC(=S)NC(=O)/C=C/c3ccccc3)cc2)CC1,0,-13
CN(C)S(=O)(=O)c1cc(NC(=O)c2cc(=O)[nH]c3ccccc23)ccc1Cl,-6,-6
CC1CCC2(CC1)NC(=O)N(Cc1cc(=O)n3ccsc3n1)C2=O (centres undefined),2,247
Cc1ccc(NC(=O)c2ccc(OCc3c(C)noc3C)cc2)cc1,1,4
Clc1ccc2[nH]c3c(N4CCC5(CC4)OCCO5)ncnc3c2c1,-1,-11
CCCCCCCCNC(=O)c1ccc(C)cc1,-3,13
COc1ccc(N2CCCn3c2nc2c3c(=O)n(CCCc3ccccc3)c(=O)n2C)cc1,4,37
C/C(N)=C(/C#N)C(=O)COC(=O)c1cc(-c2ccccc2)nc2ccc(Br)cc12,-8,4
O=c1c2sccc2nc(SCc2cc(=O)n3ccccc3n2)n1Cc1ccccn1,-5,33
CCSc1nnc(NC(=O)c2cnccn2)s1,-5,-8
Cc1ccc(C)c(NC(=O)c2ccccc2C(=O)c2ccccc2)c1,-1,715*
CCCCNS(=O)(=O)c1ccc2nc(-c3cccnc3)cc(C(=O)NCCCN(CC)CC)c2c1,19,-12
O=c1c2ccccc2c(C=Nc2ccc(O)cc2)c(O)n1-c1nccs1,-2,14
Cc1ccc(OCCN2CCN(CC(O)Cn3c4ccccc4c4ccccc43)CC2)cc1 (centres undefined),2,-7
S=c1[nH]nc(-c2ccncc2)n1/N=C/c1cccc2ccccc12,0,-1

# Carrying on.
SMILES,NSD2 HMT inh,SUMO Mot1 rescue
O=C(Nc1ccc(C2SCCS2)cc1)c1ccccc1,-1,-6
O=C(NC(=S)Nc1ccc2c(c1)C(=O)c1ccccc1C2=O)c1ccc(F)cc1,2,-16
CCOc1cc(N2CCOCC2)c(OCC)cc1NC(=O)COc1ccc2ccc(=O)oc2c1,-1,7
COc1ccc(/C=C2/SC(=O)N(CCC(=O)Nc3ccc(C)cc3)C2=O)cc1OC,0,2
O=C(/C=C/c1ccc(Br)o1)Nc1nnc(C2CC2)s1,10,15
COc1cccc(C(=O)Oc2ccc3ccc(O)cc3c2)c1,-1,10
CCC(=O)N1C(=O)C2(Nc3ccccc3N2)c2ccccc21,-2,-20
Nc1[nH]n2c(=O)cc(-c3ccccc3)nc2c1N=Nc1ccc2c(c1)OCO2,7,-2
Cc1ccc(S(=O)(=O)n2c3ccc(F)cc3c3nc(C)sc32)cc1,-1,5
